3T3 cytotox: Cytotoxic Profiling in NIH 3T3 Cell Line of Diverse Libraries Using Quantitative High-Throughput Screening; hit rate 4.3% among 94,000; Potency, µM (series often up to 96.7 µM), for the others: at the top dose activity change, negative = cytotoxicity, hits mostly inhibitors; NIH 3T3 viability, CellTiter-Glo ATP luminescence, 48-72 h; AID 1345082, 2018; further: potency means the concentration at half of the fitted maximal effect; nearly all actives have a fitted effect of over 55% in size
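NIH 3T3 cells at 400 cells/well received 23 nL of compound by pintool and were incubated 48 or 72 h at 37 °C. Viability was read as ATP-coupled CellTiter-Glo luminescence.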
FLuc inh: Firefly luciferase inhibition profiling of diverse chemical library using quantitative high-throughput screening; AID 1347043, 2019; hit rate 2.5% among 76,000; purified P. pyralis luciferase, luminescence, biochemical; Potency, µM (doses to about 115 µM), for the others: at the highest dose activity change, negative = inhibition, hits mostly inhibitors; further: potency means the concentration at half of the fitted maximal effect; nearly all actives have a fitted effect of over 65% in size
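Purified P. pyralis luciferase (10nM final) in 50mM Tris acetate pH 7.5, 10mM Mg acetate, 0.01% Tween-20, 0.05% BSA with 10uM D-luciferin and 10uM ATP. Compounds titrated qHTS. Luminescence imaged on CCD.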
HEK293 tox: Cytotoxic Profiling in HEK 293 Cell Line of Diverse Libraries Using Quantitative High-Throughput Screening; hit rate 6.6% among 94,000; Potency, µM (titrated, usually from 115 µM), without a hit: at the top dose activity change, negative = cytotoxicity, hits mostly inhibitors; HEK 293 viability, ATP luminescence (CellTiter-Glo), 48-72 h; further: potency means the concentration at half of the fitted maximal effect; nearly all actives have a fitted effect of over 60% in size
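HEK 293 cells seeded at 250 cells/well were exposed to compound for 48 or 72 hr at 37 degree Celsius. Viability taken as ATP content by CellTiter-Glo luminescence.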
HEK293 viab: GF-AFC viability counterscreen for inhibitors of alpha-synuclein gene (SNCA) expression | HEK-293-SNCA-luc viability, GF-AFC fluorescence, 24 h | Potency, µM (top dose mostly 57.1 µM), for the others: at the highest dose activity change, negative = cytotoxicity, most hits filed as cytotoxic | hit rate 0.12% among 150,000;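 further: potency means the concentration at half of the fitted maximal effect; 0% = DMSO-treated cells and -100% = medium-only wells without cells; nearly all actives have a fitted effect of over 30% in size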
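Cytotoxicity counterscreen: after 24 h compound treatment of genome-edited SNCA-luciferase HEK-293 cells, live-cell protease substrate GF-AFC read by fluorescence after 30 min; activity scaled between DMSO (0%) and medium-only (-100%), curves Hill-fitted.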
GPT2 inhibitor: Primary qHTS assay for inhibitors of Glutamate pyruvate transaminase 2 (GPT2); Alanine aminotransferase 2 (Homo sapiens), Q8TD30; Recombinant GPT2, coupled pyruvate oxidase/HRP Amplex Red fluorescence; Potency, µM (top dose mostly 57.7 µM), for inactives: at the highest dose activity change, negative = inhibition, hits mostly inhibitors; hit rate 0.25% among 100,000; AID 1671188, 2021; further: potency means the concentration at half of the fitted maximal effect; nearly all actives have a fitted effect of over 60% in size; many of its hits are not listed in these tables
Target sequence (Q8TD30 whole entry, looked up): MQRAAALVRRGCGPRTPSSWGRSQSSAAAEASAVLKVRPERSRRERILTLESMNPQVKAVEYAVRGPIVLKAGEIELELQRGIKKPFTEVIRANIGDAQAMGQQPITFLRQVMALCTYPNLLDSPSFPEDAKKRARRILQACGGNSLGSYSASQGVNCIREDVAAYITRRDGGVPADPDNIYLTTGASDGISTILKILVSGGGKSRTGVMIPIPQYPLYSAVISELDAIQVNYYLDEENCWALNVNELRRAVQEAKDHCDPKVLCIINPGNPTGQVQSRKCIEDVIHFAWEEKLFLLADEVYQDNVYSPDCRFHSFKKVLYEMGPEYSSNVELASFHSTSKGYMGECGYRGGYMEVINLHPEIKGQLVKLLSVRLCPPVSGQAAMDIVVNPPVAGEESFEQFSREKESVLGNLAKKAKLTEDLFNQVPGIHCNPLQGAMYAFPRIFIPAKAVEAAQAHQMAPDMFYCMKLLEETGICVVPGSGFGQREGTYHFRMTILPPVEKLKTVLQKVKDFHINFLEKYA
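GPT2 10ng/uL, a-KG 250uM, L-Ala 2mM, HEPES pH7.5 + 0.0001% Tween; 30 min RT. Then Amplex mix (PO/HRP/ThPP), 30 min RT dark, fluorescence. AOA 50uM used as positive control.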
IP6K1 inhibitor: Primary qHTS assay for small molecule inhibitors of Inositol hexaphosphate kinase 1 (IP6K1) | Inositol hexakisphosphate kinase 1 (Homo sapiens), Q92551 | IP6K1 kinase, ADP-Glo luminescence, 2 h; hits give low values | activity change, % (series mostly up to about 58 µM) | hit rate 0.81% among 140,000 | AID 1645851, 2021; in the data active means activity change below about -25%
Target sequence (Q92551 whole entry, looked up): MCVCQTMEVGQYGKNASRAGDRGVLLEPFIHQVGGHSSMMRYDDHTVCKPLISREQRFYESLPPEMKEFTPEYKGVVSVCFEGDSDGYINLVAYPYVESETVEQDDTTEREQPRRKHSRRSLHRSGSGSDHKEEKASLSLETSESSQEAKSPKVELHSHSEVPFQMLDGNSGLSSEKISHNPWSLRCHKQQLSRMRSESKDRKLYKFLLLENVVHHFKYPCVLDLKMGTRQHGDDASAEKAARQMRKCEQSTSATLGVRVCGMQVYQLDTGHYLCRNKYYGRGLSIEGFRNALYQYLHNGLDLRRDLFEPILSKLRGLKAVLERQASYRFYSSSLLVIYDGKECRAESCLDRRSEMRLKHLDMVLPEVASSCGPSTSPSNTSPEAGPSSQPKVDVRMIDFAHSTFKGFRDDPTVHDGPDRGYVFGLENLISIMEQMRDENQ
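ADP-Glo luminescence measures ADP made by human IP6K1 during a 2 h RT reaction with ATP/IP6 (mix at 1.3 mM/130 uM); top library doses 57.5 and 19.1 uM final.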
SNCA expr inh: Primary qHTS assay for inhibitors of alpha-synuclein gene (SNCA) expression; Potency, µM (series often up to 57.2 µM), inactives show at the highest dose activity change, negative = inhibition, most hits filed as inhibitors; hit rate 0.17% among 140,000; HEK-293 SNCA-luciferase knock-in, luminescence, 24 h;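 further: potency means the concentration at half of the fitted maximal effect; plate controls were DMSO cells for no effect and cell-free wells for full effect; nearly all actives have a fitted effect of over 45% in size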
An asterisk follows results filed as active; i = inactive; ? = inconclusive; . = no result given; ! = repeats disagree; [ ] = remark or other dose. Unless noted, the call rests on the fitted dose curve; in most records, active means well fitted curve in the direction sought with a large enough effect; inconclusive means small, poorly fitted or top-dose-only effect, or another doubt; inactive means no such curve, though single readings can be large; an effect the other way counts as inactive or inconclusive. Unless noted, on the % scale 0 is the no-effect control and ±100 the full control effect. This is a subset. The share of hits here may be higher or lower than overall.

Molecule	3T3 cytotox	FLuc inh	HEK293 tox	HEK293 viab	GPT2 inhibitor	IP6K1 inhibitor	SNCA expr inh
CCN(CC)CC[C@H]1CN(C(=O)Nc2ccccc2)CC[C@H]1CC(=O)O	-2.5%[138 µM]	-10.0%[172 µM]	2.0%[172 µM]	4.6%[87.6 µM]	i	-12.8	15.6%[87.6 µM]
COCCN1C(=O)c2ccccc2C(C(=O)Nc2nc(C(=O)OC)c(C(C)C)s2)C12CCCC2 (centres undefined)	?	-1.2%	?	-7.7%	-16.2%	-0.5	-14.7%
Clc1ccc(CNc2nc3ccccc3c3nc(-c4cccnc4)nn23)cc1	.	.	.	-4.6%	.	31.4	?
Cc1cc(C(=O)NCCc2ccc(Cl)cc2)c2c(C)nn(-c3ccccc3)c2n1	.	.	.	8.2%	.	7.9	-4.5%
CCOc1cc(C2Sc3ccccc3NC3=C2C(=O)c2ccccc23)ccc1O (centres undefined)	.	.	.	?	.	-0.4	?
CN(Cc1ccccn1)C1CCOc2ccccc21 (centres undefined)	-17.7%[138 µM]	-4.0%[172 µM]	?	13.4%[87.6 µM]	-18.9%[88.5 µM]	-3.0	-6.4%[87.6 µM]
O=C(CCc1nc2ccc(Cl)cc2[nH]1)NCCc1noc(-c2cccnc2)n1	-13.8%	-7.4%	-9.3%	-16.5%[12.5 µM]	i	7.0	-10.9%
Oc1ccc(-c2nc(-c3ccc(F)cc3)c(-c3ccncc3)[nH]2)cc1	.	.	.	?	?	.	1.36µM*!
O=C(NCC1CC1)c1c(OCC2CC2)cc(=O)n2c1CCCCC2	-3.0%	-0.4%	-3.5%	14.5%	i	-2.2	2.2%
CC1=NS(=O)(=O)N(Cc2ccc(Cl)cc2)C=C1C(=O)O	i	6.0%	-2.9%	8.0%	i	9.1	1.1%
COc1ccc(-c2noc(CC3CCN(C(=O)c4ccc(OC)c(OC)c4)CC3)n2)cc1	?	-6.9%	?	?	-3.1%	-8.0	4.5%
Cc1nn(Cc2ccccc2)c(C)c1[C@@H]1C=C[C@@H](NC(=O)CC2(CC(=O)O)CCCC2)C1	?	5.1%	-22.4%	-2.4%	-1.8%	21.2	2.6%
O=C(Nc1ccc(F)c(Cl)c1)N1CCC(Oc2ncccc2C(=O)N2CCCCC2)C1 (centres undefined)	i	-2.5%	1.8%	-17.9%	i	24.1	19.2%
CC(C)CN1C(=O)c2cccn2CC1C(=O)N1CCCC1 (centres undefined)	-29.9%	-1.3%	-9.0%	-17.9%	i	-2.7	4.9%
COc1cc(C2c3c(-c4c(C)cc(C)cc4O)n[nH]c3C(=O)N2CCCOC(C)C)cc(OC)c1OC (centres undefined)	.	.	.	11.8%	.	3.4	3.4%
COc1ccc(C(=O)N2CCCCCCNC(=O)[C@@H]3C[C@@H](c4nc(-c5cccnc5)no4)C[C@@H]32)cc1	?	3.0%	?	-8.7%	i	0.0	-6.0%
O=C1CCN(C[C@@H](O)COCc2ccccc2)c2ccc(F)cc2CN1Cc1ccccc1	?	.	44.7µM*	.	.	17.9	.
CCOC(=O)c1noc2nc(C)n(Cc3cccc([N+](=O)[O-])c3)c(=O)c12	.	.	.	-16.0%	.	24.1	21.5%
CCNc1ccnc(NC2CCCc3c2cnn3-c2ccc(C)c(C)c2)n1 (centres undefined)	28.2µM*	?	39.8µM*	-14.0%	-42.5%	10.3	5.2%
COc1cccc(C(=O)Nc2cccc(-c3nnc4n3CCCC4)c2)c1OC	?	-20.9%	-12.3%	-3.4%	i	0.8	10.5%

Quoted from the listing:
Under SNCA expr inh, Cc1cc(C(=O)NCCc2ccc(Cl)cc2)c2c(C)nn(-c3ccccc3)c2n1 is entered as -4.5%
Under HEK293 tox, O=C1CCN(C[C@@H](O)COCc2ccccc2)c2ccc(F)cc2CN1Cc1ccccc1 is entered as 44.7µM*

The list goes on.
Molecule	3T3 cytotox	FLuc inh	HEK293 tox	HEK293 viab	GPT2 inhibitor	IP6K1 inhibitor	SNCA expr inh
COc1ccc(C(=O)N2C[C@@H](Oc3cccnc3)C[C@H]2C(N)=O)c(OC)c1	-7.6%	-1.1%	-3.2%	-15.2%	i	7.5	6.5%
Cc1cn2cc(C(=O)N(CCCn3ccnc3)Cc3cccnc3)ccc2n1	i	5.9%	i	7.6%	i	3.2	-5.8%
Cc1ccc(NC(=O)C2CCCN(S(=O)(=O)c3cccc4nsnc34)C2)c(C)c1 (centres undefined)	.	.	.	11.1%	.	6.7	-0.1%
COc1ccc(C)cc1NC(=O)c1oc2ccc(S(=O)(=O)N3CCC4(CC3)OCCO4)cc2c1C	.	.	.	0.2%	.	3.2	-25.3%
Cc1ccc(SC2CCN(Cc3cc4n(n3)CCNC4)CC2)cc1	14.1µM*	4.8%	14.1µM*	-14.2%	-0.9%	8.0	-24.7%
Cc1c(-c2nsc(NC(=O)c3ccc(Cl)cc3)n2)nnn1-c1ccc(C(C)C)cc1	.	.	.	6.5%	.	7.4	5.5%
Cc1ccc(C(=O)N2CC(CO)C3(CCNCC3)C2)c(C)c1 (centres undefined)	1.5%	-3.8%	i	8.3%[12.5 µM]	i	8.1	?
COc1ccc(Nc2c(-c3cccc(O)c3)nc3cnccn23)cc1	.	.	.	-9.9%	.	-7.4	7.8%
Cc1ccc(NC(=O)CC(C)S(=O)(=O)c2ccc3c(c2)NC(=O)CO3)cc1Cl (centres undefined)	.	.	.	-25.4%	.	0.9	11.1%
CC(C)c1noc([C@@H]2C[C@H]3C(=O)NCCCCCCN(C(=O)CCC4CCCC4)[C@H]3C2)n1	?	-4.6%	?	-8.6%	i	11.4	23.3%
CCC1NC(=O)c2cc(S(N)(=O)=O)c(Cl)cc2N1 (centres undefined)	.	.	.	1.9%[23.9 µM]	i	4.7	10.1%[25.6 µM]
Cn1nccc1-c1ncc2c(n1)OCCN(Cc1ccc(F)cc1F)C2=O	?	14.6%[172 µM]	?	1.8%[87.6 µM]	4.3%[88.5 µM]	30.6	8.9%[87.6 µM]
COC1CN(c2ccc(C)cc2)C12CCN(C(=O)C1CCCC1)CC2 (centres undefined)	?	-14.9%	?	10.6%	-18.7%	0.1	30.7%[activator]
CNC(=O)c1cc(C)nc2onc(C3CCCN(C(=O)c4cccc(Cl)c4)C3)c12 (centres undefined)	?	.	?	.	.	-0.3	.
COc1ccc(-c2cc(C(=O)NCc3c(C)cc(C)[nH]c3=O)c3c(c2)N(C)CCO3)cn1	?	-11.4%[172 µM]	?	-7.5%[87.6 µM]	2.2%[88.5 µM]	-20.4	22.5%[87.6 µM]
Cc1cc(C)c2c(-n3cccc3)c(C(=O)NCCCN3CCCCC3C)sc2n1 (centres undefined)	.	.	.	-17.2%	.	0.2	25.8%
O=C(COc1ccccc1)N1CCC[C@H]1c1nc(-c2ccc(F)cc2)n[nH]1	?	.	?	-27.3%	-3.5%	16.9	2.3%
COc1ccc(C(=O)N2CCCn3nc(C)c(-c4ccccc4C(C)C)c32)cn1	?	-5.3%[172 µM]	-22.3%[172 µM]	-5.7%[87.6 µM]	-11.8%[88.5 µM]	7.9	-16.7%[87.6 µM]
COc1ccc(NC(=O)CN2CCN(CC(=O)Nc3ccccc3F)CC2)c(OC)c1	.	.	.	0.5%	.	18.2	3.4%
COc1cc(C2c3c(-c4cc(C)ccc4O)n[nH]c3C(=O)N2Cc2ccco2)cc(OC)c1OC (centres undefined)	.	.	.	?	.	18.0	5.2%
COCCOc1cc(-c2noc([C@@H]3CCCN3C3CCN(C(C)=O)CC3)n2)ccn1	4.0%[138 µM]	15.4%[172 µM]	i	-2.0%[87.6 µM]	i	-8.3	12.1%[87.6 µM]
CN(CCCc1cnn(C)c1)C(=O)[C@H]1CNC[C@@H](C(=O)N2CCOCC2)C1	1.9%	3.0%	i	-18.4%	-6.5%	6.4	9.5%
Cc1ncc2c(c1CNC(=O)COc1ccc(F)cc1)CCNC2	-2.3%	-0.7%	3.2%	-7.7%	0.1%	0.0	21.3%
CN1CCC(N2CC[C@@H]3[C@H]2C(=O)NC[C@H](CCC(=O)Nc2ccccc2)N3C)CC1	4.5%[174 µM]	2.1%[172 µM]	3.6%[172 µM]	-10.0%[87.6 µM]	?	4.0	29.3%[87.6 µM]
Cc1ccc(NC(=O)CSc2nnc3scc(-c4ccc(Cl)cc4)n23)cc1	.	.	.	-4.8%	.	9.9	11.7%
COCCc1noc(-c2ccc(N(C)CCc3cnn(C)c3)nc2)n1	i	-11.3%	2.0%	-2.9%	i	-5.2	8.4%
O=C(NCC(c1ccc2c(c1)OCO2)N1CCN(c2ccccc2)CC1)c1ccccc1 (centres undefined)	.	.	.	-26.6%	.	-1.4	11.5%
CSc1ccc(CCNC(=O)c2ccc(-c3nc(COc4ccc(C)cc4)c(C)o3)cc2)cc1	.	.	.	11.6%	.	1.8	-7.1%
NCCCCCCCCCCN	.	.	.	-3.9%	i	.	-1.4%
CC(C)CCN1CCn2c(nn(-c3ccc(Cl)cc3)c2=O)C1	?	.	?	-26.2%	i	9.4	36.3%[activator]
Cc1ccc(NC(=O)NCCOCCn2c(=O)oc3ccccc32)c(C)c1	.	.	.	7.2%	.	20.7	38.3%[activator]
Cc1ccc(-c2cc(N3CCCN(C(=O)c4ccccc4F)CC3)n[nH]2)cc1C	?	-26.4%	28.2µM*	-10.1%	?	-6.6	-12.2%
CCOc1ccc(-c2nc(CSCC(=O)NCCc3ccccc3)c(C)o2)cc1	.	.	.	-2.0%	.	11.7	-8.7%
COc1ccc(C(=O)N2CC(=O)N(C3CCCCC3)CC(OCc3ccncc3)C2)c(OC)c1 (centres undefined)	-7.9%	0.0%	-13.8%	?	4.1%	3.2	-14.0%
Cc1cc(C)c(NC(=O)Cn2cc(S(=O)(=O)Cc3ccccc3F)c3ccccc32)c(C)c1	.	.	.	4.3%	.	-3.6	1.0%

Screening data as filed in PubChem BioAssay.
